Source: PubChem (National Center for Advancing Translational Sciences (NCATS))
EPAC2 ag: EPAC2 (human) agonism. 360,000 compounds, 0.079% hits. Q8WZA2. EPAC2 activation, biochemical qHTS; response scale: 100% = 6.5 mM cAMP response. AID 720711. Potency, µM (highest dose often 154 µM), for the others: at the highest dose activation, most hits filed as activators; further: potency means the concentration at half of the fitted maximal effect; nearly all actives have a fitted effect of over 50% in size
Target sequence (Q8WZA2 whole entry, looked up): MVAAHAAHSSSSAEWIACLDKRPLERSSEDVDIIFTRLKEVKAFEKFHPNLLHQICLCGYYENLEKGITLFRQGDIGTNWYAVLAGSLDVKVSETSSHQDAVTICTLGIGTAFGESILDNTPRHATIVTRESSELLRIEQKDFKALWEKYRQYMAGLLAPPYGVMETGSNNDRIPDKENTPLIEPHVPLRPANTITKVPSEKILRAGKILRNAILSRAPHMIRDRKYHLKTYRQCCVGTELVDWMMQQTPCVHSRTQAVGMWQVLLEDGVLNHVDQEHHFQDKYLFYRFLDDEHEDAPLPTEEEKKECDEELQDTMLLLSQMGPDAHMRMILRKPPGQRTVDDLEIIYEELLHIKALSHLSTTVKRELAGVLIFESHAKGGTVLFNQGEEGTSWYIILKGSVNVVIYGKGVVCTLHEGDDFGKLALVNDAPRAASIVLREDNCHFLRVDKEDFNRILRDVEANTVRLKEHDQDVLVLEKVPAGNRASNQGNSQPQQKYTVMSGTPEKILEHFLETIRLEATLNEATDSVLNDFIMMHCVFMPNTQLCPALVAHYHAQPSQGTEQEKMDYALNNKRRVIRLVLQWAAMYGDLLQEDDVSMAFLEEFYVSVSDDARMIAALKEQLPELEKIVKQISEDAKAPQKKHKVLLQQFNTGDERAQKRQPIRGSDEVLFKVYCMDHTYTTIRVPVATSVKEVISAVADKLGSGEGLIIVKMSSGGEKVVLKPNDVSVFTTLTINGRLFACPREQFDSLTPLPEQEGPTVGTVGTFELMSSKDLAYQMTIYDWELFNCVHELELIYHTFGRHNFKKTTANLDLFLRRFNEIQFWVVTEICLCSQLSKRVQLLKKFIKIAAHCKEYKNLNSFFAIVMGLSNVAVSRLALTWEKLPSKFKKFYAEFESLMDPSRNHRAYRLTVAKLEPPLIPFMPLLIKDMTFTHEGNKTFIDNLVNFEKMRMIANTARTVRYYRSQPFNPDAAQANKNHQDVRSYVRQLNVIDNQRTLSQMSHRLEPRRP
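Compounds were added across a concentration range to EPAC2 (100 nM), RAP1B-BODIPY-GDP (250 nM) and GDP (50 uM). After 5 min at room temperature, fluorescence was recorded at 5-min intervals for 30 min.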
A549 tox: kills or reduces viability of A549 cells in Nrf2 counter-screen; 390,000 compounds, 0.16% hits; Potency, µM (highest dose often 46 µM), for inactives: top-dose activity change, negative = cytotoxicity, actives largely listed as inhibitors; AID 504648; A549 ARE-Fluc cells, CellTiter-Fluor viability, 18-24 h; further: potency means the concentration at half of the fitted maximal effect; on the % scale 0 is the no-effect control and ±100 the full control effect
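A549 ARE-Fluc cells in 5% FBS OPTI-MEM, 5000 cells/well, rested 2 h then exposed to compounds in concentration-response for 18-24 h at 37 °C. Viability by CellTiter-Fluor fluorescence (Ex 405/Em 525) after 30 min; luciferase luminescence (BugLite, 15 min, RT) read afterwards.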
ATXN2 expr inh: ATXN2 expression inhibition | HEK-293 ATXN2-luciferase reporter, luminescence, 24 h | Potency, µM (series often up to 57 µM), for the others: top-dose activity change, negative = inhibition, most hits filed as inhibitors | 360,000 compounds, 0.72% hits | AID 1745845; further: potency means the concentration at half of the fitted maximal effect; on the % scale 0 is the no-effect control and ±100 the full control effect; nearly all actives have a fitted effect of over 55% in size
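qHTS (up to 57 uM final) was run with 24 h compound exposure of reporter cells at 37 °C. Each well was multiplexed: SteadyGlo luminescence measured ATXN2-luciferase expression after a fluorogenic Gly-Phe-AFC viability readout (25 uM final).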
Nrf2 block: blocks Nrf2 signaling. Potency, µM (doses to about 46 µM), for inactives: at the top dose activity change, negative = inhibition, hits mostly inhibitors. 360,000 compounds, 2.1% hits. A549 ARE-Fluc reporter, luciferase luminescence, 18-24 h; further: potency means the concentration at half of the fitted maximal effect; on the % scale 0 is the no-effect control and ±100 the full control effect; nearly all actives have a fitted effect of over 60% in size
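Concentration-response testing used A549 ARE_Fluc cells at 5000 cells/well. Following an 18-24 h compound incubation, viability was read by fluorescence (Ex 405/Em 525) and luciferase output by luminescence.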
IL-2 act: activates IL-2 in a cell-based reporter assay; activation, % (series mostly up to about 46 µM); AID 652025; 360,000 compounds, 0.065% hits; IL-2 activation reporter assay, cell-based qHTS; stimulated with anti-CD3/CD4/CD28 beads; in transgenic mouse T cells; in the data active means activation above about 50%; inconclusive means mostly about 30% to 49%; further: 0% is about no effect
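Readout: EGFP and DsRed signals by fluorescent plate cytometry. Unstimulated transgenic mouse T cells received compound 60 min before antibody-bead stimulation, then incubated 18 h at 37 degrees C.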
HepG2 tox: kills HepG2 cells in TGF-b inhibitor counter-screen; HepG2 CAGA-GFP viability, ATP luminescence, 18 h; Potency, µM (titrated, usually from 46.1 µM), for the others: top-dose activity change, negative = cytotoxicity, usual class: cytotoxic; 410,000 compounds, 0.76% hits; AID 588856; further: potency means the concentration at half of the fitted maximal effect; some results filed as inactive show a strong effect at the top dose
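HepG2 CAGA-GFP cells (1000/well, DMEM with 1% FBS) received compound, then TGF-beta at 500 pg/mL final, and were incubated 18 hours at 37 degrees C. Viability was read by CellTiter-Glo luminescence. Media-only wells were set as complete cell-killing and DMSO as no toxicity.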
TGFb inhibitor: blocks TGF-b signaling; HepG2 CAGA-GFP TGF-b/SMAD3 reporter, GFP fluorescence, 18 h; TGF-beta stimulated, 500 pg/mL final; 410,000 compounds, 1.2% hits; Potency, µM (top dose mostly 46.1 µM), inactives show at the top dose activity, negative = inhibition, most hits filed as inhibitors; further: potency means the concentration at half of the fitted maximal effect; on the % scale 0 is the no-effect control and ±100 the full control effect; nearly all actives have a fitted effect of over 65% in size
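HEPG2 CAGA-GFP reporter cells (1000/well, DMEM with 1% FBS) received compounds, then recombinant TGF-beta at 500 pg/mL final for 18 hours at 37 degrees C. Per-cell GFP summed per well was normalised to unstimulated and stimulated DMSO controls before curve fitting.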
S2 tox: cell viability loss in ATXN counter-screen; S2 cells (HEK-293 line with an ATXN2-luciferase reporter) viability, CellTiter-Fluor protease fluorescence, 24 h; 400,000 compounds, 0.49% hits; Potency, µM (series often up to 56.7 µM), hits mostly cytotoxic; further: potency means the concentration at half of the fitted maximal effect; nearly all actives have a fitted effect of over 40% in size
Nrf2 activator: activates Nrf2 signaling; AREc32 ARE-luciferase reporter (MCF7-derived line), luminescence, 24 h; Potency, µM (doses to about 46.1 µM), inactives show at the highest dose activation, usual class: activators; 410,000 compounds, 0.31% hits; further: potency means the concentration at half of the fitted maximal effect; % of control where 0% means no effect; nearly all actives have a fitted effect of over 65% in size
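Nrf2 activation is followed as ARE-luciferase induction in the AREc32 line after one day of compound treatment; luminescence is read with Steady-Glo.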
Numbers without * were called inactive; i = inactive; ? = inconclusive; · = not tested or not shown; [ ] = another dose, or the depositor's remark. Unless noted, the call rests on the fitted dose curve; in most records, active means well fitted curve in the direction sought with a large enough effect; inconclusive means small, poorly fitted or top-dose-only effect, or another doubt; inactive means no such curve, though single readings can be large; an effect the other way counts as inactive or inconclusive.

SMILES	EPAC2 ag	A549 tox	ATXN2 expr inh	Nrf2 block	IL-2 act	HepG2 tox	TGFb inhibitor	S2 tox	Nrf2 activator
O=C(Nc1ccccc1[N+](=O)[O-])C1=C(O)CCn2c1nc1ccccc12	3%	3%	-32%	8%	-1.6	-22%	7%	i	4.3%
CCN(Cc1cc2ccccc2[nH]c1=O)S(=O)(=O)c1ccccc1	1%	4%	0%	5%	1.8	-31%	-4%	i	0.1%
COC(=O)C1Cc2c([nH]c3ccccc23)C(C(C)C)N1 (stereo not drawn)	0%	-9%	0%	-5%	-3.4	-20%	1%	i	3.5%
Cc1ccc(C)c(OCCC(=O)N(C)CC(=O)Nc2c(C)cccc2C)c1	2%	2%	-7%	3%	0.1	-10%	-17%	i	0.0%
COc1ccccc1NS(=O)(=O)c1cccc(C(=O)NCC(c2cccs2)N2CCOCC2)c1 (stereo not drawn)	3%	7%	0%	11%	0.7	-6%	-17%	i	0.3%
CC(=O)c1ccc(N2CCN(CC(=O)Nc3ccc4c(c3)OCCO4)CC2)cc1	-8%	-9%	6%	?	0.6	-6%	2%	i	-0.4%
C=CCOC(=O)C1=C[C@H](C(C)(C)C)[C@@H](CCCO)[C@H](OCC)O1	2%	0%	-14%	-11%	0.1	-14%	-8%	i	-0.4%
N#CC1=C(N)Nc2nc3ccccc3n2C1c1ccc(Cl)cc1 (stereo not drawn)	-4%	4%	13%	6%	2.1	-11%	-18%	i	5.2%
Cc1cccc(Cn2c(SCc3ccc(C(=O)NCCc4ccccc4)cc3)nc3cccnc32)c1	·	-9%	-5%	?	·	-2%	?	?	-0.3%
O=C(NNC(=S)NC1CCCCC1)c1ccccc1O	-3%	-7%	-9%	?	-2.3	-23%	?	i	1.6%
CCN1C(=O)[C@@H]2[C@@H](c3ccc(-c4ccc(C(C)=O)cc4)c(OC)c3)N3CCCC[C@@]3(C(=O)OC)[C@@H]2C1=O	5%	-11%	0%	0%	-0.4	2%	2%	i	-0.4%
CN(CCO)c1nc2c(c(=O)n(Cc3ccc(Cl)cc3)c(=O)n2C)n1C	11%	2%	2%	9%	-0.7	-7%	0%	i	2.7%
CN(C)CCNC(=S)Nc1cccc(Cl)c1	2%	2%	-24%	9%	-1.3	0%	-3%	i	-0.4%
Cc1cc(C(=O)N(C)CC(=O)Nc2ccccc2C(F)(F)F)c(C)o1	-1%	-5%	0%	1%	-2.0	-18%	3%	i	-0.7%
CCOC(=O)N1CCc2c(sc3c2c(=O)n(-c2ccc(CC)cc2)c(=O)n3CC(=O)c2ccc(F)cc2)C1	·	6%	·	7%	·	-5%	-15%	·	-0.6%
Cc1ccc(-n2nc3c(=O)n(CCCC(=O)NCc4cccc(F)c4)nc(C)c3c2C)cc1	-2%	1%	·	-4%	1.5	-21%	-32%	i	5.3%
CN(CCc1ccccc1)C(=O)c1cccc(NC(=O)Cc2cccc(NC(=O)C3CCN(C(=O)C4CC4)CC3)c2)c1	10%	0%	9%	-5%	0.5	-7%	-6%	i	-0.7%
COc1cccc(CCc2nc3ccccc3c(=O)n2N)c1	14%	10%	·	16%	0.3	-12%	-16%	i	8.1%
CCn1cc(C(=O)N2CCN(c3ccccn3)CC2)c(=O)c2cc(S(=O)(=O)N3CCC(C)CC3)ccc21	-1%	-1%	-3%	?	-1.9	-18%	?	i	-0.5%
Cc1cc(C(=O)COc2ncnc3sccc23)c(C)n1C	4%	-3%	22%	?	2.4	0%	21%	i	2.5%
COc1cccc(NC(=O)CN(C)C(=O)c2ccccc2-c2nc3ccccc3s2)c1	5%	-2%	-5%	3%	1.3	-4%	-6%	i	0.3%
COc1ccc(N2CCN(C(=O)CC34CC5CC(CC(C5)C3)C4)CC2)c([N+](=O)[O-])c1	7%	-8%	-16%	?	-1.6	-1%	?	?	-0.1%
Cc1cc(=O)n(CC(=O)Nc2cccc([N+](=O)[O-])c2)c(-n2nc(C)cc2C)n1	·	4%	·	·	·	-26%	0%	·	4.3%
COc1cc(CC(=O)N/N=C/c2ccc([N+](=O)[O-])cc2)c([N+](=O)[O-])cc1OC	-6%	-7%	6%	-19%	-1.1	-5%	2%	i	2.8%
COc1ccc(-c2cc(NC=O)c3ncc(-c4ccccc4)n3c2)cc1OC	16%	·	-24%	·	-0.5	-21%	-8%	i	28%

Continuation:
SMILES	EPAC2 ag	A549 tox	ATXN2 expr inh	Nrf2 block	IL-2 act	HepG2 tox	TGFb inhibitor	S2 tox	Nrf2 activator
Cc1ccc(-c2c[n+]3c(n2-c2ccccc2)CCC3)cc1	6%	-10%	-35%	6.5µM*	-1.0	-30%	-26%	i	2.0%
CC1CCc2nc3sc4c(c3c(N)c2C1)CCCC4 (stereo not drawn)	9%	-2%	2%	-4%	-3.9	-10%	?	i	2.1%
CC[n+]1c(/C=C/c2cc([N+](=O)[O-])ccc2O)ccc2ccccc21	0%	-17%	14%	?	0.8	-22%	-20%	?	29%
CCC1SC(=Nc2cccc(C)c2)NC1=O (stereo not drawn)	2%	0%	13%	8%	-1.1	7%	11%	i	0.4%[9.22 µM]
CC(=O)c1ccc(NC(=S)N2CCCC(C(F)(F)F)C2)cc1 (stereo not drawn)	0%	-4%	-4%	17%	-2.8	2%	5%	i	-0.5%
CCCCCCC(=O)Oc1cccc(C2=CC(=O)CC(C)(C)C2=O)c1	3%	·	10%	·	-1.7	-12%	17%	i	3.1%
CCC1(C)CC2(CCCN(CCC(=O)c3ccccc3)C2)CCO1 (stereo not drawn)	0%	2%	·	5%	-1.1	-55%	?	?	9.2%
NCCCCC(C(=O)O)N(C(=O)OCc1ccccc1)C(=O)OCc1ccccc1 (stereo not drawn)	6%	·	0%	·	-0.4	-4%	12%	i	0.1%
CCOc1ncccc1C(=O)Nc1cc(S(=O)(=O)N2CCOCC2)ccc1N1CCCC1	10%	0%	-4%	-23%	-0.4	3%	16%	i	-0.8%
O=C(Cn1ncc2c([nH]c3ccccc32)c1=O)Nc1cc(F)ccc1F	·	-2%	-20%	9%	·	-42%	-15%	?	0.9%
Cc1cccc(NC(=O)c2cccc(N3CCCS3(=O)=O)c2)c1	·	0%	18%	19%	·	-12%	-14%	i	7.2%
O=C(c1cc2cc(Cl)ccc2[nH]1)N1CCc2ccccc2C1	-4%	0%	·	?	1.5	2%	?	·	7.2%
CC(=O)Nc1ccnc(-c2cccnc2)n1	3%	-1%	3%	·	1.1	-3%	0%	i	-0.3%
Fc1ccc(C2=CSC3=NCCN23)cc1	8%	-2%	-20%[11.3 µM]	0%	-0.5	14%	42%[activator]	i	-0.1%
COCCOC(=O)C1=C(C)N=C2SCCC(=O)N2C1c1ccc(OCc2ccccc2)c(OC)c1 (stereo not drawn)	·	-9%	10%	-10%	·	-34%	16%	i	0.1%
O=C(CCNC(=O)c1ccccc1Cl)NC1=NCCS1	0%	-6%	-25%	-10%	1.2	9%	0%	i	-0.8%
Cc1cc(O)c(C)c(O)c1/C=N/NC(=O)c1cccnc1	7%	-7%	11µM*	0%	0.3	-11%	-4%	i	0.1%[9.22 µM]
C[C@@H](O)c1nc2ccccc2n1N	7%	-5%	-8%	-1%	-1.2	-3%	?	?	0.1%
COc1ccc(NC(=O)CN2C(=O)COc3ccc(S(=O)(=O)Nc4ccccc4)cc32)cc1	·	-10%	14%	12%	·	-7%	?	?	6.1%
CC1=CC(C)(C)N(C(=O)CN2C(=O)c3ccccc3C2=O)c2ccccc21	13%	-12%	3%	-27%	-1.6	-7%	-19%	i	0.1%
O=C(N/C(=C/c1ccc2c(c1)OCO2)C(=O)N1CCOCC1)c1cccs1	4%	0%	-1%	23%	-1.2	-2%	0%	i	-0.6%
COc1ccc(NC(=O)C2Cc3c(-c4ccc(NC(C)=O)cc4)ccnc3O2)cn1 (stereo not drawn)	3%	·	-17%	·	-0.2	-7%	29%	i	-0.1%[9.22 µM]
Cc1cc(C)nc(-n2nc(C)cc2NC(=O)c2ccc(S(=O)(=O)N3CCOCC3)cc2)n1	0%	0%	·	-14%	-0.3	-3%	-2%	i	-0.1%
CCOC(=O)c1cc2c(ccn2-c2ccc(F)cc2)n1CC(=O)N1CCN(C(=O)c2ccco2)CC1	-9%	-22%	-22%	2%	0.5	3%	2%	i	-0.8%
CSc1ccc(CCNC(=O)c2cc3cc(S(=O)(=O)N4CCCCC4)ccc3n2C)cc1	·	-8%	·	·	·	-17%	?	·	0.4%
CNC(=S)N(CCc1c(C)[nH]c2ccccc12)Cc1ccco1	-2%	3%	4%[11.3 µM]	1%	1.2	-11%	-1%	i	2.3%
O=C(O)c1ccc(NC(=O)C2C3CCC(O3)C2C(=O)O)cc1 (stereo not drawn)	4%	-6%	9%	-9%	0.3	4%	-20%	i	-0.1%
CN(CC(=O)NCCN1CCN(Cc2ccccc2)CC1)S(=O)(=O)c1cccc2nsnc12	12%	8%	0%	-15%	-0.6	2%	-17%	i	0.1%

3 entries from above, field by field.
> Cc1ccc(-n2nc3c(=O)n(CCCC(=O)NCc4cccc(F)c4)nc(C)c3c2C)cc1
  EPAC2 ag: -2% | A549 tox: 1% | ATXN2 expr inh: · | Nrf2 block: -4% | IL-2 act: 1.5 | HepG2 tox: -21% | TGFb inhibitor: -32% | S2 tox: i | Nrf2 activator: 5.3%
> CN(CCc1ccccc1)C(=O)c1cccc(NC(=O)Cc2cccc(NC(=O)C3CCN(C(=O)C4CC4)CC3)c2)c1
  EPAC2 ag: 10% | A549 tox: 0% | ATXN2 expr inh: 9% | Nrf2 block: -5% | IL-2 act: 0.5 | HepG2 tox: -7% | TGFb inhibitor: -6% | S2 tox: i | Nrf2 activator: -0.7%
> COc1cccc(CCc2nc3ccccc3c(=O)n2N)c1
  EPAC2 ag: 14% | A549 tox: 10% | ATXN2 expr inh: · | Nrf2 block: 16% | IL-2 act: 0.3 | HepG2 tox: -12% | TGFb inhibitor: -16% | S2 tox: i | Nrf2 activator: 8.1%
